Assay outcomes from PubChem.
PostGolgi ctrl = growth of the yeast control strain, post-Golgi counter-screen; efflux-deficient yeast background strain, growth absorbance A615, 16 h; inhibition, % at 10 µM; actives 5% (n = 98,000)
PostGolgi yeast = growth inhibition of a yeast mutant, post-Golgi transport screen. post-Golgi transport phenotypic cell assay. inhibition, % at 10 µM. actives 0.9% (n = 98,000). AID 739;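 also: yeast cells grown in 1536-well plates; yeast grown about 18 h at 30C before absorbance read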
S1P2 antag = antagonists of human S1P2 receptor; cell-based S1P2 antagonist assay, inhibition at 5 uM; actives 0.21% (n = 97,000); inhibition, % at 5 µM; O95136; in the data active = inhibition above about 45%;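 also: CRE beta-lactamase reporter cells expressing human S1P2 stimulated with S1P; 0% = agonist at EC80 alone and 100% = agonist plus reference antagonist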
Target sequence (O95136 whole entry, looked up): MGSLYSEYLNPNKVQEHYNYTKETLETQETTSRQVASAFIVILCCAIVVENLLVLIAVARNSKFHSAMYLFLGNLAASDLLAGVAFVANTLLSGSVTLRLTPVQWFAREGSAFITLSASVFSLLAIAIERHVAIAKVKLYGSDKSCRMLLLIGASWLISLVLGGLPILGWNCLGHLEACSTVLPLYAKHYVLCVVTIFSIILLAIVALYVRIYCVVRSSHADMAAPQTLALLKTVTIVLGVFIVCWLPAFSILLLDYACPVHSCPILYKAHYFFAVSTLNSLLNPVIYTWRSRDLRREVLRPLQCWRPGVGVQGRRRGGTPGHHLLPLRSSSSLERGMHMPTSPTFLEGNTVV
PLAP activator = activates human placental alkaline phosphatase. AID 696. P05187. purified PLAP enzyme, luminescent substrate read-out; stronger effect = higher value. activation fold at 20 µM. actives 1.2% (n = 96,000); in the data active = activation fold above about 2
Target sequence (P05187 whole entry, looked up): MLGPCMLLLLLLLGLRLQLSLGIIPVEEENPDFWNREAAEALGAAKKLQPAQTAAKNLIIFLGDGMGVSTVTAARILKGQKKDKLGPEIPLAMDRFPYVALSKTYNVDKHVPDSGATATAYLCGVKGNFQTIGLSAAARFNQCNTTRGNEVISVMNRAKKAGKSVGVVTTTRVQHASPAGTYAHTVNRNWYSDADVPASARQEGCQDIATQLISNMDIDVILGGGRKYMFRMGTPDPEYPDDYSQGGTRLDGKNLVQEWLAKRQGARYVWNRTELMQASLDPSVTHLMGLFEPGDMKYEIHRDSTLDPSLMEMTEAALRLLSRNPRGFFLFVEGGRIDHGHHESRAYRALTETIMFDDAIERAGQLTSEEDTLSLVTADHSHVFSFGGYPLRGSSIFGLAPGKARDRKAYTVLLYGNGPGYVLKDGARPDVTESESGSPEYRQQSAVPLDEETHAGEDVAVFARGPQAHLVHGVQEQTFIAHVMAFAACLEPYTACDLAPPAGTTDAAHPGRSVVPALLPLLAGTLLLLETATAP
sEH act = increases human soluble epoxide hydrolase activity; AID 717; activation, % at 2 µM; actives 0.04% (n = 91,000); P34913; purified human sEH enzymatic activity, activator screen; in the data active = activation above about 37%; also: values of inactives mirror those of a sister screen read the other way
S1P2 agonist = S1P2 (human) receptor agonism | O95136 | activation, % at 4.5 µM | AID 729 | S1P2-expressing cell line, agonist reporter read-out | actives 0.46% (n = 97,000); in the data active = activation above about 16%;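 also: 0% = vehicle low control and 100% = maximal reference agonist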
sEH inhibitor = blocks human soluble epoxide hydrolase activity; P34913; recombinant human sEH enzymatic activity assay; inhibition, % at 2 µM; actives 0.34% (n = 91,000); AID 707; in the data active = inhibition above about 80%; also: values of inactives mirror those of a sister screen read the other way; many of its hits are not listed in these tables
Ecoli WT expand = blocks growth of wild type E. coli BW25113 | actives 0.15% (n = 98,000) | OD600 absorbance | growth inhibition, % at 100 µM | AID 710;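 active = growth inhibition above about 50% at one test dose, limit read from the data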;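 also: growth measured after 20 h incubation at 37 °C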
CD11b adhes inh = inhibitors of human CD11b/CD18 binding to fibrinogen; P05107+P11215; K562 CD11b/CD18 adhesion to fibrinogen, ATPlite luminescence; Mn2+ added to activate the integrin; inhibition, % at 10 µM; actives 0.54% (n = 93,000); AID 1497;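 active = primary inhibition of 50% or more at 10 µM, then 40% or more on retest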; also: some results filed as inactive read as strong as hits
The depositor's hits bear a star; / = no result given. Rule as the data show it, unless noted: active = inhibition above about 30%; inactive = the rest.

No.	SMILES	Ecoli WT expand	S1P2 antag	S1P2 agonist	PostGolgi ctrl	PLAP activator	CD11b adhes inh	PostGolgi yeast	sEH inhibitor	sEH act
1	CCOC(=O)C1CCN(C(=O)COc2ccc(S(=O)(=O)NC(C)(C)C)cc2)CC1	5.0	12.3	-3.3	0.6	1.1	1.6	-11.6	3.2	-4.0
2	N#CCCCSc1nnc(-c2ccc(Cl)cc2)n1-c1ccccc1	-5.0	12.7	-9.8	14.8	1	-6.3	15.8	/	/
3	O=C(Nc1ccc(N2CCCC2)cc1)C(c1ccccc1)c1ccccc1	-6.0	-4.2	-7.7	-3.8	1.3	-47.8	-5.0	4.8	-3.5
4	CCOC(=O)c1ccc(NC(=O)C2CCCN(S(=O)(=O)c3ccc(F)cc3)C2)cc1 (stereo not drawn)	-6.0	21.5	-5.0	15.7	0.8	2.5	-1.0	31.9	-29.7
5	CCCNS(=O)(=O)c1ccc(OCC(=O)Nc2ccccc2F)cc1	4.0	-2.9	-2.4	10.9	/	/	-2.0	6.7	-8.0
6	CN(C)c1nc(C(=O)Nc2ccccc2)nc(N(C)C)n1	-3.0	8.4	1.6	0.6	0.7	-7.6	4.7	-10.2	9.4
7	COCCCNS(=O)(=O)c1ccc2c(c1)OCCO2	8.0	/	/	5.7	1	-9.1	-2.3	/	/
8	CC(C)c1ccc(OCC(O)CN2CCN(c3ccccc3)CC2)cc1 (stereo not drawn)	0.0	20.5	-5.6	62.8*	1.7	-1.7	50.9*	-7.8	8.5
9	CSc1cccc(NC(=O)c2c(Cl)cnn2C)c1	3.0	-5.8	-2.2	-7.8	1	15.2	-24.4	-0.7	3.2
10	O=c1nc2ccccc2c2n1CC(CN1CCN(Cc3ccccc3)CC1)N2 (stereo not drawn)	4.0	-0.6	-1.0	0.1	1.2	4.0	2.9	-3.3	2.0
11	O=C1Nc2ccccc2N(O)N1c1cc(-c2cccc(Cl)c2)no1	-2.0	3.6	-6.6	-7.3	0.9	0.3	-11.7	-19.7	18.3
12	NC(=O)CN1N=C(c2cc(Cl)sc2Cl)CSC1=O	/	-1.0	-5.3	/	/	/	/	-6.6	7.2
13	Cc1nn(C(C)C(=O)O)c(=O)c2c1sc1ccccc12 (stereo not drawn)	-1.0	9.9	-3.8	-0.8	/	/	-1.3	/	/
14	Cc1ccc(NC(=O)COc2ccc(-n3ccnc3)cc2)cc1Cl	-2.0	4.1	-2.6	34.5*	1.3	26.5	48.8*	12.5	-11.4
15	CSc1nc2sc3c(c2c(=O)[nH]1)CCCC3	-8.0	11.3	0.4	10.7	1.1	-12.7	2.2	8.8	-8.9
16	Cc1cc2cc(CN(CCCN3CCOCC3)C(=O)NC3CCCCC3)c(=O)[nH]c2cc1C	6.0	2.9	-2.8	5.2	1.6	10.8	-10.7	9.4	-13.3
17	CCN(C(=S)Nc1ccccc1F)C1CCCCC1	-3.0	20.7	-3.7	-1.9	1	/	6.6	2.9	-0.2
18	O=C(CCN1C(=O)COc2ccccc21)NCCN1CCN(c2ccccc2F)CC1	1.0	20.1	-6.9	1.3	1.4	1.1	4.2	0.3	0.4
19	O=C(C1CC1)N1CCN(C(c2ccccc2)c2ccccc2)CC1	3.0	8.8	-3.0	8.3	1.7	-18.0	10.8	5.1	-6.8
20	O=C(CCN1C(=O)COc2ccccc21)NCCN1CCN(c2cccc(Cl)c2)CC1	-9.0	-2.2	-4.0	-6.0	1.5	-20.2	1.8	10.6	-11.0
21	CC(Oc1cccc(Cl)c1)C(=O)Nc1cc(=O)n(C)c(=O)n1C (stereo not drawn)	3.0	4.1	-3.8	2.2	1	-4.8	-1.4	-5.2	4.7
22	CCOC(=O)C1(N(CC)CC)Sc2cc(C)ccc2NC1=O (stereo not drawn)	6.0	16.5	-5.3	18.2	1.2	/	-6.7	12.9	-12.7
23	CC(C)Cc1cc(C(=O)O)n[nH]1	2.0	15.2	-2.1	13.7	1.2	1.8	-2.1	-17.7	17.5
24	CCOC(=O)CSc1nc(C)c(C(=O)OCC)s1	6.0	-10.5	-0.3	-1.4	1.2	3.2	-5.7	5.2	-3.0
25	CSc1nc(C)cc(C)c1C#N	2.0	-4.1	-4.8	4.1	1.2	/	14.5	-11.3	14.5
26	Cn1c(SCCCC(=O)c2ccccc2)nnc1-c1ccncc1	6.0	-3.6	-8.7	-4.2	0.8	-1.9	-1.9	0.1	-0.6
27	COc1ccc(C(=O)CSc2nc(N)nc(SC)c2C#N)cc1	0.0	-8.7	-2.3	32.5*	0.9	-3.1	0.3	-30.5	33.1
28	O=C(O)CSc1ccccc1C(=O)O	0.0	-15.5	-5.8	3.4	0.9	13.5	-4.4	8.2	-10.9
29	O=C1NC2(CCCCC2)N=C1c1ccc(F)cc1	0.0	-3.3	-5.3	9.7	0.9	-5.0	3.2	4.8	-2.0
30	CC(=O)Nc1ccc(-c2ccccc2)s1	8.0	9.1	2.6	-3.3	1.1	/	-1.2	/	/

In the list so far, these contain a COOH group:
No.	SMILES	Ecoli WT expand	S1P2 antag	S1P2 agonist	PostGolgi ctrl	PLAP activator	CD11b adhes inh	PostGolgi yeast	sEH inhibitor	sEH act
13	Cc1nn(C(C)C(=O)O)c(=O)c2c1sc1ccccc12 (stereo not drawn)	-1.0	9.9	-3.8	-0.8	/	/	-1.3	/	/
23	CC(C)Cc1cc(C(=O)O)n[nH]1	2.0	15.2	-2.1	13.7	1.2	1.8	-2.1	-17.7	17.5
28	O=C(O)CSc1ccccc1C(=O)O	0.0	-15.5	-5.8	3.4	0.9	13.5	-4.4	8.2	-10.9

Remaining list, next part.
No.	SMILES	Ecoli WT expand	S1P2 antag	S1P2 agonist	PostGolgi ctrl	PLAP activator	CD11b adhes inh	PostGolgi yeast	sEH inhibitor	sEH act
31	Cc1ccc(NC(=O)c2noc3c2CC(C(C)(C)C)CC3)cc1 (stereo not drawn)	-3.0	1.7	-7.5	5.6	0.9	20.3	-6.5	23.1	-24.9
32	Cc1csc(SC(C)C(=O)Nc2ccc(S(=O)(=O)N3CCCC3)cc2)n1 (stereo not drawn)	2.0	-15.5	-5.5	7.7	0.9	-1.1	0.5	-0.2	2.8
33	N#CC1=C(N)Oc2cc3ccccc3cc2C1c1cccnc1 (stereo not drawn)	-3.0	10.9	-6.7	8.2	1.1	-3.1	-1.1	20.3	-19.3
34	Cc1ccc(NC(=O)c2nn(C34CC5CC(CC(C5)C3)C4)cc2[N+](=O)[O-])cc1	-3.0	-8.9	-2.5	60.9*	0.9	20.5	79.4*	10.8	-8.3
35	COc1ccc(C(=O)/C=C/Nc2cc(C)on2)cc1	-7.0	-11.8	-3.5	-2.9	0.8	0.8	2.8	1.7	-0.3
36	O=C(Nc1ccc(N2CCN(C(=O)c3ccc(Cl)cc3)CC2)cc1)c1ccc(Br)o1	-2.0	5.2	-5.1	54.1*	0.9	-11.2	20.8	27.6	-28.9
37	CCOC(=O)c1c(=O)n(O)c2ccc(C)cc2[n+]1[O-]	5.0	10.4	-2.5	1.9	0.9	-18.4	-2.6	7.1	-7.5
38	CCOC(=O)N1CCC(NC(=O)c2cc(C)c3c(C)nn(-c4ccccc4)c3n2)CC1	-9.0	16.8	-3.3	3.6	1.1	-8.5	-14.1	-12.4	11.8
39	COc1ccc(C(=O)OC2CCN(C)CC2)cc1	/	-5.8	-5.8	/	/	/	/	6.4	-3.4
40	CC(=O)c1cc(C)ccc1OC(=O)c1ccco1	1.0	11.1	-1.5	7.8	0.9	-0.2	2.8	-14.4	15.5
41	CN1CCN(C(=O)CSc2nc(-c3cccs3)cc(-c3cccs3)c2C#N)CC1	-2.0	/	/	9.8	1.5	7.9	4.4	/	/
42	CC1=C(C(=O)Nc2ccccc2)C(c2ccc(C)o2)N2C(=O)CSC2=N1 (stereo not drawn)	2.0	11.7	-6.2	-0.9	1.5	0.5	-0.3	-3.6	4.8
43	Cc1cc(NCCCN2CCOCC2)n2nc(C)c(-c3ccc(F)cc3)c2n1	9.0	-19.8	-3.4	11.4	1.4	7.6	6.6	6.1	-4.2
44	CCS(=O)(=O)c1ccc(C(=O)Nc2ccccc2)c(Cl)c1Cl	1.0	8.8	-0.1	8.7	0.9	/	3.9	/	/
45	CCN1C(=O)c2cccc3c(NC(=O)c4cccc(N5C(=O)CCC5=O)c4)ccc1c23	-18.0	4.1	-1.3	11.5	1.2	13.5	-2.1	-13.3	11.8
46	COc1ccc(NC(=O)CSc2ncnc3c2cnn3Cc2ccccc2)cc1	-5.0	5.2	-3.3	-4.1	0.9	-5.0	-0.3	3.6	-4.5
47	COC(=O)c1cc2sccc2n1CC(=O)N1CCCc2ccccc21	-8.0	9.7	-2.5	14.2	1	2.4	11.1	-3.1	3.4
48	CCCCCOC(=O)c1c(N)n(CCOC)c2nc3ccccc3nc12	2.0	-5.8	0.9	16.8	1.3	-10.1	9.1	-10.4	9.2
49	Cc1ccc2nsnc2c1S(=O)(=O)N1CCN(CCc2ccccc2)CC1	0.0	3.4	-6.6	1.0	0.9	-9.9	-4.2	-18.3	19.6
50	CCOC(=O)c1cnn(-c2ccccc2)c1NC(=O)c1ccccc1C	4.0	-11.0	-0.2	-8.0	1.1	-14.8	-6.2	-16.6	18.2
51	O=C(CSc1nnnn1C1CCCCC1)N1c2ccccc2Sc2ccccc21	-17.0	-9.1	-5.1	22.3	1.7	16.9	21.1	-14.5	11.2
52	Clc1cccc(Cl)c1Cn1cc(Br)cn1	0.0	-5.0	-3.8	10.9	0.9	-12.9	0.4	-10.3	13.9
53	O=C(CCS(=O)(=O)c1cccc2nsnc12)NC1CCCCCC1	-2.0	7.0	-5.7	4.9	1	/	-21.5	21.4	-19.1
54	O=C1Cc2ccccc2C(=O)N1Cc1ccccc1	0.0	-29.6	-3.3	5.3	1.6	-36.6	2.1	-18.6	16.9
55	COc1cccc(-c2nnn(CC(=O)Nc3cc(OC)c(NC(=O)c4ccco4)cc3OC)n2)c1	2.0	-14.2	-5.6	6.1	1.5	11.7	7.5	-20.0	16.5
56	Cc1ccc(NC(=O)/C(=C\c2ccccc2)NC(=O)/C=C/c2ccccc2)cc1	-11.0	28.0	-5.1	6.2	1	14.3	-0.6	6.6	-8.4
57	O=C(Cn1c(=O)n(CCC(=O)N2CCc3ccccc3C2)c(=O)c2ccccc21)NCC1CCCO1 (stereo not drawn)	-3.0	18.0	-3.1	9.9	1.1	-19.5	12.5	/	/
58	COc1cc2[nH]c(=O)n(CCCCCC(=O)N3CCN(c4ccccc4)CC3)c(=O)c2cc1OC	-1.0	22.4	-3.9	19.6	1.7	5.7	7.7	1.3	-2.4
59	COc1ccc(C(=O)NCc2ccc(-c3nc4ccccc4s3)cc2)cc1	-5.0	-0.2	-2.1	6.8	0.9	4.3	-21.7	18.6	-17.2
60	Cn1c(SCC(=O)C(C)(C)C)nnc1-c1ccccn1	4.0	-22.1	1.0	3.5	1.3	14.8	-13.5	2.4	0.3
61	Cc1nn(-c2ccc3nnc(Br)n3n2)c(C)c1Br	-11.0	4.0	-4.9	18.8	0.9	15.9	2.6	0.0	-0.8
62	CCOC(=O)Cc1c(C)[nH]c(=S)[nH]c1=O	0.0	3.8	-5.7	6.0	1	6.0	0.6	-3.2	4.5
63	Cc1ccc(Cn2cnc3c(nnn3Cc3ccc(Cl)cc3)c2=O)cc1	-12.0	20.3	-6.8	3.8	1	/	-4.6	-5.7	5.8
64	Cc1ccc(C(=O)Nc2cccc(C(=O)NCc3ccccc3)c2)o1	0.0	/	/	4.7	0.9	-2.6	-1.8	/	/
65	Cc1nn(Cc2ccc(Cl)cc2)c(C)c1NC(=O)Cn1nc([N+](=O)[O-])c(Cl)c1C	-3.0	16.5	-6.9	-3.5	1	1.2	2.9	-1.4	2.1

Whole records, quoted from the list:
Results for `Cc1nn(-c2ccc3nnc(Br)n3n2)c(C)c1Br` = Ecoli WT expand: -11.0; S1P2 antag: 4.0; S1P2 agonist: -4.9; PostGolgi ctrl: 18.8; PLAP activator: 0.9; CD11b adhes inh: 15.9; PostGolgi yeast: 2.6; sEH inhibitor: 0.0; sEH act: -0.8
Results for `CCOC(=O)Cc1c(C)[nH]c(=S)[nH]c1=O` = Ecoli WT expand: 0.0; S1P2 antag: 3.8; S1P2 agonist: -5.7; PostGolgi ctrl: 6.0; PLAP activator: 1; CD11b adhes inh: 6.0; PostGolgi yeast: 0.6; sEH inhibitor: -3.2; sEH act: 4.5
